# procasp7 counter: counter-screen: procaspase-7 (human) activation | P55210 | recombinant procaspase-7, Ac-DEVD-pNA absorbance 405 nm; D23A/D198A/D206A triple mutant, cannot self-cleave; scale: DMSO 0, 5 µM enzyme 100 | activation, % at 8.5 µM | actives 0.093% (n = 330,000) | AID 463210;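 active means percent activation above the screen-wide mean plus 3 SD, cut at about 25% in these data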
#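 Assay system: Uncleavable procaspase-7 mutant enzyme / Input: 2 µM procaspase-7 mutant as dispensed / Dosing: single nominal 8.5 µM compound dose, 0.8% DMSO final / Timing: 1 h enzyme–compound preincubation and 2 h substrate reaction, both 25 °C / Detection: p-Nitroaniline absorbance at 405 nm, read at 0 and 120 min / Replication: singlicate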
# Fh CTSL1 inh: cathepsin L1 inhibition, PFM18AAP counter-screen; recombinant F. hepatica cathepsin L1, Z-Leu-Arg-MCA fluorescence; inhibition, % at 5.96 µM; actives 0.49% (n = 300,000);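 active means inhibition above the mean of all tested compounds plus 3 SD, set per screening campaign, cut at about 17% in these data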;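 further: 0% = plate median of test compound wells and 100% = 1 µM Z-Phe-Ala-diazomethylketone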
# PP5 primary: inhibitors of human protein phosphatase 5 (PP5); purified PP5c, OMFP substrate fluorescence; inhibition, % at 6.7 µM; actives 0.18% (n = 320,000);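 active means inhibition above the campaign's mean inhibition across all tested compounds plus 3 SD, cut at about 9.5% in these data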;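 further: 0% = DMSO only and 100% = 100 µM cantharidin control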
# Target sequence (P53041 whole entry, looked up): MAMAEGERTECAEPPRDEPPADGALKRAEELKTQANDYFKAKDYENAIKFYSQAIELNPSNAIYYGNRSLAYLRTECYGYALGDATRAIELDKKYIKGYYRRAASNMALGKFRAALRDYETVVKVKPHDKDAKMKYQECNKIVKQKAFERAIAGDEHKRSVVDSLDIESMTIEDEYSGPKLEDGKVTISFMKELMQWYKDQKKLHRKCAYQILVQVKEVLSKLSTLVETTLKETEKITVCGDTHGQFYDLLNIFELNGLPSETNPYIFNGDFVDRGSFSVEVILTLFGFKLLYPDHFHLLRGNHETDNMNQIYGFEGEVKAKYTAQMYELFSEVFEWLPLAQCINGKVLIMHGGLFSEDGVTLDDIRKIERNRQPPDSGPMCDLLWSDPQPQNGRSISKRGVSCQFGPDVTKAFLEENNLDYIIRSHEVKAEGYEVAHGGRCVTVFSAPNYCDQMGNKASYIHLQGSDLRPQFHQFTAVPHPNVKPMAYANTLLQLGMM
# procasp3 activ: activators of human procaspase-3; P42574; recombinant procaspase-3 D3A, Ac-DEVD-pNA absorbance 405 nm; activation, % at 8.5 µM; actives 0.11% (n = 330,000); AID 463141;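 active means activation above the mean of all tested compounds plus 3 SD, cut at about 21% in these data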;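 further: 0% = DMSO alone and 100% = DMSO wells spiked with extra 5 µM PC-3 D3A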
#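 assay system = Procaspase-3 D3A mutant | signal = absorbance at 405 nm, 0 and 120 min | times = 1 h preincubation plus 2 h reaction at 25 °C | repeats = single replicate | read-out = % activation between DMSO and enzyme-spiked controls | medium = Zinc-free HEPES saline buffer with Triton X-100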
# core dimer inh: HCV core protein dimerization inhibition | inhibition, % at 5 µM | actives 0.33% (n = 300,000) | AID 1899 | TR-FRET GST/Flag-core106 dimerization, 1536-well;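 active means inhibition above the mean of all tested compounds plus 3 SD, set per screening campaign, cut at about 45% in these data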
#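 Material: GST/Flag-tagged HCV core106 proteins. Incubation: 4 h, 22.5 °C incubation. Read-out basis: inhibition (%) from 671 over 617 nm ratio. Measured by: TR-FRET, excitation 340 nm, emission 617 and 671 nm.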
# GASC-1 inh: human JMJD2C demethylase inhibition; actives 0.069% (n = 330,000); GST-JMJD2C(1-420) H3K9me3 demethylation, DELFIA europium; inhibition, % at 2.35 µM;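 active means more than half of a compound's replicate wells show inhibition beyond 50%, single wells judged on their own value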;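 further: signal counts dimethyl H3K9 product captured on neutravidin plate; 0% = median of DMSO wells and 100% = 0.3 times that DMSO median; strong numbers were not always called active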
# Target sequence (Q9H3R0 1-420 limits assumed): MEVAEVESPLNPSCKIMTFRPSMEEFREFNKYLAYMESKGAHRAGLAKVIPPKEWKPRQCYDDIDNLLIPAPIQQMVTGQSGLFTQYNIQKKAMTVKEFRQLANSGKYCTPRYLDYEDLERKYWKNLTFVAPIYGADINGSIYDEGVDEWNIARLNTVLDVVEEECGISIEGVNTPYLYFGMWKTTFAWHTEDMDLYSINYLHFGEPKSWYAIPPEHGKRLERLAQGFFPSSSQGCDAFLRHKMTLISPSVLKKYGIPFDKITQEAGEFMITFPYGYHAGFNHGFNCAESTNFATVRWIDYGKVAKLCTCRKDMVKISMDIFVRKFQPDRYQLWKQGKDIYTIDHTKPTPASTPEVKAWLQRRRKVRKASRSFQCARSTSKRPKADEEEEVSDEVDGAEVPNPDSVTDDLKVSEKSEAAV
# TPT1 inhibitor: C. albicans TPT1 enzyme inhibition; recombinant caTPT1, FP RNA substrate dephosphorylation; actives 0.81% (n = 300,000); AID 1962; inhibition, % at 5 µM;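 active means inhibition above the mean of all tested compounds plus 3 SD, set per screening campaign, cut at about 24% in these data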;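 further: plate controls were DMSO alone for no effect and ferristatin control at 100 nM for full effect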
# PP1 inh: counter-screen for PP5 inhibitors: inhibitors of human PP1-alpha; P62136; purified PP1alpha, OMFP fluorescence; inhibition, % at 6.7 µM; actives 0.9% (n = 320,000); AID 2235;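 active means inhibition above the mean inhibition of all tested compounds plus 3 SD, computed separately for each screening campaign, cut at about 15% in these data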
# Efflux pump mplx: antifungal efflux pump inhibition, Nile Red retention; S. cerevisiae Candida pump triplex; actives 0.44% (n = 330,000); AID 485275; inhibition, % at 10 µM;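 active means plate passing quality check with inhibition over a set limit, or well fluorescence over plate mean plus 4 SD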;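 further: Nile Red retained in pooled yeast measured as flow cytometry median fluorescence; 0% = buffer negative control and 100% = Enniatin B positive control; higher means more Nile Red kept so more efflux inhibition; some compounds called inactive have numbers as strong as hits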
# Starred values were filed as active, the others as inactive; . = not tested or not shown.
SMILES,procasp7 counter,Fh CTSL1 inh,PP5 primary,procasp3 activ,core dimer inh,GASC-1 inh,TPT1 inhibitor,PP1 inh,Efflux pump mplx
O=C(NCCOc1ccc2ccccc2c1)c1cncc(Br)c1,-2,0,3.9,0,-1,-14,0,-1,0.4
Clc1ccc(-c2cnc3ccccc3n2)cc1,11,2,1.1,4,9,-13,0,0,-0.3
Cc1nn(-c2ccccc2)c(C)c1/C=N/NC(=O)c1ccccc1NS(=O)(=O)c1cccs1,-4,-1,3.2,5,17,9,1,0,0.0
Cc1ccccc1NC(=O)Cc1nc(COC(=O)COc2cccc(C)c2C)cs1,3,-3,-1.2,-3,2,-4,-1,-3,-0.1
COC(=O)c1cc2sccc2n1CC(=O)N(C)c1ccccc1,5,-3,3.7,8,1,3,1,43*,0.1
CCOC(=O)CSc1nc2ccc(Nc3nc(N4CCOCC4)nc(N4CCOCC4)n3)cc2s1,-7,1,2.7,5,-4,9,0,-4,-0.1
CN(C(=O)COC(=O)C12CC3CC(CC(Cl)(C3)C1)C2)C1(C#N)CCCCC1,6,.,2.5,1,.,2,.,2,0.1
Cc1cccc(C)c1NC(=O)Cn1c(=O)c(N2CCCCC2)c(N)n(C)c1=O,1,.,.,2,.,0,.,.,0.1
CCCNC(=O)N1CCC(C(=O)c2cccc(F)c2)CC1,9,0,1.0,-7,-4,34,-4,1,-0.2
CC(C)C(NC(=O)OCc1ccccc1)C(=O)OCC(=O)N1C(C)CCCC1C (stereo not given),-8,-9,-2.0,-3,5,8,4,4,0.1
O=C(Oc1cccc2cccnc12)c1cccs1,-4,-3,-1.2,-7,-2,-15,2,-4,0.0
O=C1[C@@H]2Cc3c([nH]c4ccccc34)C(c3ccccc3)N2C(=O)CN1C1CC1 (stereo not given in full),-3,4,0.8,7,-4,4,-3,0,-0.2
CCCCn1c(N)c(-c2nc3ccccc3o2)c2c([N+](=O)[O-])nn(CC)c(=O)c21,12,2,0.5,-1,-2,-4,-1,5,0.0
CC(=O)Nc1ccc2c(c1)OCCO2,6,-2,1.6,13,1,3,1,-1,-0.3
COc1ccc(C/C(C)=N\NC(=O)c2cn(C)c3ccccc23)cc1OC,-2,5,-1.6,-4,-3,5,1,-6,0.1
CCCOc1ccc(-c2c(C(=O)N/N=C/c3cccs3)nnn2-c2nonc2N)cc1,1,-2,3.3,4,16,0,-1,4,-0.2
O=C(COC(=O)c1ccccc1)Nc1ccccc1Br,-4,0,-0.3,3,8,6,2,0,-0.2
O=c1cc(CSc2nnc(COc3ccccc3)o2)c2ccccc2[nH]1,3,0,2.9,-7,7,-9,-7,-1,0.0
O=S(=O)(c1ccc(Br)cc1)n1ccc2ccccc21,2,-2,-3.2,-3,-7,-17,4,0,0.0
CC(C)(C)c1[nH]nc2c1C(Cc1ccccc1)C(C#N)=C(N)O2 (stereo not given),12,1,1.3,3,-2,1,-5,4,0.1
CC1(C)Cc2c(c(N3CCOCC3)nc3snc(NC(=O)c4ccccc4)c23)CO1,1,4,-2.0,-1,2,22,-1,-1,-0.1
COC(=O)C1=C(Nc2ccc(C)cc2)C=C(C)C(C(=O)OC)C1c1ccc(F)cc1 (stereo not given),0,0,-0.6,0,3,-14,1,2,0.0
O=C(O)c1cccn1Cc1ccccc1F,9,2,1.2,-9,-2,-1,-5,0,0.1
Cc1ccc(-n2ccc(=O)c(C(=O)Nc3ccc(S(=O)(=O)Nc4nccc(C)n4)cc3)n2)cc1,-2,0,1.5,9,24,5,1,-1,0.0

# 5 consecutive compounds out of the list so far:
SMILES,procasp7 counter,Fh CTSL1 inh,PP5 primary,procasp3 activ,core dimer inh,GASC-1 inh,TPT1 inhibitor,PP1 inh,Efflux pump mplx
CC(C)(C)c1[nH]nc2c1C(Cc1ccccc1)C(C#N)=C(N)O2 (stereo not given),12,1,1.3,3,-2,1,-5,4,0.1
CC1(C)Cc2c(c(N3CCOCC3)nc3snc(NC(=O)c4ccccc4)c23)CO1,1,4,-2.0,-1,2,22,-1,-1,-0.1
COC(=O)C1=C(Nc2ccc(C)cc2)C=C(C)C(C(=O)OC)C1c1ccc(F)cc1 (stereo not given),0,0,-0.6,0,3,-14,1,2,0.0
O=C(O)c1cccn1Cc1ccccc1F,9,2,1.2,-9,-2,-1,-5,0,0.1
Cc1ccc(-n2ccc(=O)c(C(=O)Nc3ccc(S(=O)(=O)Nc4nccc(C)n4)cc3)n2)cc1,-2,0,1.5,9,24,5,1,-1,0.0

# 5 of these compounds in a different format:
# Screens in order – procasp7 counter | Fh CTSL1 inh | PP5 primary | procasp3 activ | core dimer inh | GASC-1 inh | TPT1 inhibitor | PP1 inh | Efflux pump mplx
CCCOc1ccc(-c2c(C(=O)N/N=C/c3cccs3)nnn2-c2nonc2N)cc1
→ 1 | -2 | 3.3 | 4 | 16 | 0 | -1 | 4 | -0.2
O=C(COC(=O)c1ccccc1)Nc1ccccc1Br
→ -4 | 0 | -0.3 | 3 | 8 | 6 | 2 | 0 | -0.2
O=c1cc(CSc2nnc(COc3ccccc3)o2)c2ccccc2[nH]1
→ 3 | 0 | 2.9 | -7 | 7 | -9 | -7 | -1 | 0.0
O=S(=O)(c1ccc(Br)cc1)n1ccc2ccccc21
→ 2 | -2 | -3.2 | -3 | -7 | -17 | 4 | 0 | 0.0
CC(C)(C)c1[nH]nc2c1C(Cc1ccccc1)C(C#N)=C(N)O2 (stereo not given)
→ 12 | 1 | 1.3 | 3 | -2 | 1 | -5 | 4 | 0.1

# Other entries follow:
SMILES,procasp7 counter,Fh CTSL1 inh,PP5 primary,procasp3 activ,core dimer inh,GASC-1 inh,TPT1 inhibitor,PP1 inh,Efflux pump mplx
CCc1ccccc1SCc1noc(C(=O)NCC2CCCO2)c1C(=O)O (stereo not given),1,-3,0.2,-7,-10,3,-3,0,-0.1
CCC1CCCCN1CCCNC(=O)Cn1nc(C)n2nc(-c3ccccc3)cc2c1=O (stereo not given),9,0,-0.4,-3,6,3,-3,-1,-0.1
Clc1ccc2nc(CSc3ncn[nH]3)cn2c1,2,0,-1.1,-2,-5,-12,-2,-3,0.4
Brc1ccccc1/C=N/N1CCCCC1,-8,-4,0.7,-4,-3,-17,2,-4,1.3
CCOC(=O)c1cc(C#N)c(Oc2ccccc2)nc1-c1ccccc1,11,3,1.6,10,5,4,-1,1,-0.3
O=c1[nH]c2sc3c(c2c2nncn12)CCCC3,1,-3,2.0,2,1,7,2,-3,0.2
O=C1C(Cl)=C(NC2CCCCC2)C(=O)N1Cc1ccccc1,-17,1,3.5,-14,7,0,7,0,0.2
CCN1CCCC1CNC(=O)c1csc2c1CCCC2 (stereo not given),-4,-1,2.6,14,-3,8,3,-4,0.0
CC1=C(C(=O)Nc2ccc(C)cc2)C(c2ccco2)NC(=O)N1 (stereo not given),1,5,2.0,0,-1,-11,0,-2,0.0
COc1ccc(C2(C)NC(=O)N(CC(=O)c3ccc4c(c3)OCO4)C2=O)cc1 (stereo not given),2,0,0.0,1,4,1,0,-3,0.1
Cc1ccc(NC(=O)CN(C)C(=O)c2cccc(Br)c2)cc1,5,-4,2.0,4,2,1,1,0,0.3
CCCCC(C(=O)OCC)C(N)Cc1ccc(F)cc1 (stereo not given),-3,-6,3.7,-1,-1,4,1,0,0.1
O=C1C=C(c2cccc(Cl)c2)C[C@@H](c2ccc3c(c2)OCO3)C1,-3,.,3.2,1,.,-4,.,5,0.1
C=CCn1c(SCC#N)nc2ccccc2c1=O,-7,0,-1.1,-5,-5,4,1,6,0.6*
CCOc1c(C(N)=O)cc([N+](=O)[O-])cc1[N+](=O)[O-],-3,0,-0.6,0,-3,11,-4,-3,-0.7
Cc1cc(C(=O)Nc2ccc(Br)cc2)c2ccccc2n1,-25,1,3.3,-3,-9,2,2,-4,0.1
Cc1cn2c(-c3ccc(Cl)cc3)nnc2s1,7,-1,-0.8,2,3,-2,-4,-1,0.0
CCn1cc(C(=O)O)c(=O)c2cnc(N3CCN(C(=S)NC(=O)c4ccccc4)CC3)nc21,0,-5,-4.5,-5,5,20,5,5,0.8*
CCOC(=O)C1CCCN(c2nnnn2-c2ccccc2)C1 (stereo not given),11,-2,-0.8,-2,-4,4,-9,1,0.1
CCN(CCn1cccn1)Cc1nc(-c2ccccc2)no1,-2,-4,0.6,3,-4,-1,0,-2,-0.1
CN(C)CCCO/N=C(\c1ccccc1)c1ccncc1,0,2,-0.3,-2,-2,-6,-4,0,0.1
CC(C)S(=O)(=O)N1CCCC(C(=O)c2cccc(Cl)c2)C1 (stereo not given),7,-1,0.3,2,-4,14,-2,-4,0.0
O=C(CN1CCN(c2ccccn2)CC1)Nc1ccccc1,9,-5,-0.3,-8,-4,2,5,2,-0.1
O=[N+]([O-])c1cccc(S(=O)(=O)NCC2CCCO2)c1 (stereo not given),7,-7,-3.9,8,-13,1,4,-9,0.3
COc1ccc(C2(O)CCN(C(=O)c3c(F)cccc3F)CC2)cc1,-3,-3,-0.2,-2,-8,-5,-1,-3,0.0
CN1CCN(C(=O)c2cc3nc(-c4ccc(Cl)cc4)cc(C(F)(F)F)n3n2)CC1,-9,2,-1.6,1,-7,1,-7,-1,0.0
Cc1cccc(/C=N/NC(=O)c2cc(-c3cccnc3)nc3ccccc23)c1,7,1,1.7,0,-3,-9,-5,78*,-0.3
O=C(NCC12CC3CC(CC(C3)C1)C2)c1cc2n(n1)C(C(F)(F)F)CC(c1ccco1)N2 (stereo not given),-4,2,6.5,-5,10,8,1,-1,0.0
CCOC(=O)c1c(NC(=O)COC(=O)CCOc2ccc(C)cc2)sc(C(=O)N(C)C)c1C,1,1,1.2,18,10,4,6,-5,0.0
Cc1ccc(CN=C(Nc2ccccc2)NC2CCCCC2)cc1,13,1,2.2,-6,-4,-12,0,-1,-0.1
Cc1nc(C2CCCCC2)c(-c2ccccc2)c(N2CCOC2=O)c1C,5,3,1.0,4,2,22,1,1,0.2
CN1CCN(/C=N/c2c(C#N)cnn2Cc2ccccc2)CC1,-7,0,-0.1,-1,2,-1,1,-4,-0.1
CC1CCc2c(sc3nc(CSc4ncn[nH]4)[nH]c(=O)c23)C1 (stereo not given),0,-2,1.7,-5,-4,0,1,-3,-0.4
COc1ccc(O)c(-c2cc(-c3cccc(Br)c3)n[nH]2)c1,9,-3,5.0,-2,-1,-10,-4,4,-0.4
O=c1[nH]n2c(=O)c3c([nH]c2c1N=Nc1cccc(Cl)c1)CCC3,-8,2,3.1,1,12,5,-5,17*,0.4
NNC(=O)c1nc(-c2ccccc2)n2c1CCCCC2,-6,-1,-0.2,2,1,113,0,4,-0.8

# Assay outcomes (PubChem BioAssay)
